# Screening data (PubChem BioAssay)
# HSF-1 act = increases HSF-1 driven luciferase reporter signal; NIH3T3-HGL HSF-1 luciferase reporter, MG132, 8 h; 100% = twice DMSO control signal; activation, % at 9 µM; 300,000 compounds, 1.7% hits;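 active = mean replicate activation of at least 50% with a set share of replicates each reaching 50%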;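 note: 0% = median of the neutral control wells and 100% = twice that signal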
# aSyn 5UTR inh = 5' untranslated region of α-synuclein, MLPCN primary screen | 300,000 compounds, 0.82% hits | inhibition, % (tested at 7.5 µM) | alpha-synuclein 5'UTR reporter, inhibitor activity; in the data active = inhibition above about 60%;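 note: H4 neuroglioblastoma cells stably carrying SNCA 5'UTR luciferase fusion; 0% = DMSO wells and 100% = positive control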
# Platelet DG rel = platelet dense granule release activity; AID 1663; human platelet-rich plasma, SFLLRN dense granule ATP release, luminescence; inhibition, %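 (compounds screened at 7.5 µM in platelet-rich plasma)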; 300,000 compounds, 0.22% hits;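 active = mean replicate score, as percent of positive control, at or above 50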
# IEC-6 tox = IEC-6 cytotoxicity, counter-screen for KLF5 inhibitors. luminescence viability. inhibition, % at 5 µM. 290,000 compounds, 0.78% hits. AID 1825; in the data active = inhibition above about 22%;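 note: 0% = plate median of test compound wells and 100% = cytotoxic reference compound wells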
# GSK3beta inhib = human GSK3beta kinase inhibition; activity score (negative = inhibition), % at 10 µM; 300,000 compounds, 0.038% hits; P49841; GST-GSK3beta kinase, ADP-Glo luminescence, 60 min; hits give low values;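 active = more than half of replicate wells score below -50%, meaning over 50% inhibition versus plate controls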;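 note: 0% = median DMSO wells and -100% = median GW8510 positive control wells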
# Target sequence (P49841 whole entry, looked up): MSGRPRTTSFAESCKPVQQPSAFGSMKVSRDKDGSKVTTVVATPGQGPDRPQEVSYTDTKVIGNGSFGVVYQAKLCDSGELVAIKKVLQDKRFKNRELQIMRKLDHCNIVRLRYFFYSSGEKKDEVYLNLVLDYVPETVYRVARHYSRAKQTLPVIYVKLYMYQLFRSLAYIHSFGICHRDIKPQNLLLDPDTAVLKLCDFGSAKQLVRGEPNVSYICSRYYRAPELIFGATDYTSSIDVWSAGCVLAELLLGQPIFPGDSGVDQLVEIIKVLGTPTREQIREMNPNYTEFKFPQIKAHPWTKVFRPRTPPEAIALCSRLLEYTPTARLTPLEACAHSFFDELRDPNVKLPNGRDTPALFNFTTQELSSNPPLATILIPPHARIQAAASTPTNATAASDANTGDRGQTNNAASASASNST
#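 Test system: GST-tagged human GSK3beta kinase, cell-free; evaluation: activity score scaled between in-plate DMSO and GW8510 controls; measured by: ADP-Glo luminescence; incubation: 60 min reaction, RT; benchmarks: DMSO and 20 µM GW8510; reagent: peptide substrate plus 25 µM ATP (final); medium: Tris/MgCl2 kinase buffer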
# DYRK1A inh = blocks rat Dyrk1A kinase activity; Q63470; inhibition, % at 12.5 µM; ADP-Glo luminescence, NFATc1 peptide; 310,000 compounds, 0.43% hits; in the data active = inhibition above about 50%;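 note: plate controls were vehicle with enzyme for no effect and no enzyme for full effect; many of its hits are not listed in these tables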
# GSK3A inh = inhibitors of human GSK-3 alpha kinase. inhibition, % at 10 µM. ADP-Glo luminescence, 60 min. 320,000 compounds, 0.1% hits;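 in the data active = inhibition above about 50%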;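 note: GST-tagged GSK-3 alpha with peptide substrate and 25 µM ATP; 0% = DMSO neutral wells and 100% = GW8510 positive control wells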
# Target sequence (P49840 whole entry, looked up): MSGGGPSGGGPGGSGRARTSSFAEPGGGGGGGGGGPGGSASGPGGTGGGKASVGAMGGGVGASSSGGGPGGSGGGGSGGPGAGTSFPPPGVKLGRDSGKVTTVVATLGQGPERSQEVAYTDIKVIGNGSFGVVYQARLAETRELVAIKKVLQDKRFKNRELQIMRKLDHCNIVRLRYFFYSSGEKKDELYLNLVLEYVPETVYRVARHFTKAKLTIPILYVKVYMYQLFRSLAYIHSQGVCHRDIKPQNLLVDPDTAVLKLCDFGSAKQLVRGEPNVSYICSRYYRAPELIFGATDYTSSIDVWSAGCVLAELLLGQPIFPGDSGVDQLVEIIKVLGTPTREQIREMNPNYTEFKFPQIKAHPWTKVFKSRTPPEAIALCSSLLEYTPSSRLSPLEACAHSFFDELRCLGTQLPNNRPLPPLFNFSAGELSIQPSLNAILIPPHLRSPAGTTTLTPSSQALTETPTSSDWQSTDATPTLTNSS
# HSP90 inh = HSP90 refolding inhibition in rabbit reticulocyte lysate; 290,000 compounds, 0.91% hits; inhibition, % at 5.6 µM; luciferase refolding luminescence, 3 h;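 active = inhibition above the screen-wide mean plus 3 SD, computed separately per campaign, cut at about 16% in these data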;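 note: 0% = DMSO wells and 100% = 60 µM geldanamycin wells; inhibitors lower the luminescence because luciferase stays unfolded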
# KLF5 inh = inhibitors of KLF5 expression; inhibition, % at 5 µM; 290,000 compounds, 0.23% hits; DLD-1 KLF5 promoter-luciferase reporter, luminescence; AID 1700;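 active = inhibition above a per-plate limit of that plate's mean compound inhibition plus 3 SD, cut at about 60% in these data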;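 note: 0% = DMSO wells and 100% = LY294002 at 200 µM; higher means less KLF5 promoter-driven luciferase light; inactives centre near -14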
# HSF1 inhib = HSF1 inhibition; NIH3T3-HGL HSE-luciferase, MG132-induced, luminescence 8 h; hits give low values; activity change, negative = inhibition, % at 7.5 µM (by protocol); 300,000 compounds, 0.77% hits; AID 2098;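 active = more than half of replicate wells show activity change below -50%, luminescence cut by over half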;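 note: luciferase reports HSF-1 transcriptional activity via heat shock element; 0% = median of DMSO wells and -100% = zero luminescence signal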
# Numbers without * were called inactive; · = no result given. This is a subset; rates above refer to the full screens.
# The line under a structure holds: HSP90 inh	IEC-6 tox	aSyn 5UTR inh	HSF-1 act	GSK3beta inhib	DYRK1A inh	KLF5 inh	Platelet DG rel	HSF1 inhib	GSK3A inh
COc1ccc(CCN2C(=O)C3C4CC(C5C(C(=O)NN)=NOC45)C3C2=O)cc1OC (stereo unspecified)
  -0.6	-4.8	-4.9	-5.0	2.2	3.4	-24.7	-9.5	-1.9	-4.0
CC(C)CC(NC(=O)C1CCCN1C(=O)OC(C)(C)C)C(=O)NCC(N)=O (stereo unspecified)
  0.2	-2.8	-5.9	-3.7	-1.4	5.0	-4.7	4.6	2.0	·
O=C(Cc1ccccc1)NC1CCSc2ccccc21 (stereo unspecified)
  1.9	-4.9	-34.0	-0.7	1.2	-2.0	-40.0	19.5	-4.0	1.2
Cc1cc(C)c(S(=O)(=O)N2CCN(c3ccc([N+](=O)[O-])c(NCC4CCCO4)c3)CC2)c(C)c1 (stereo unspecified)
  0.8	2.1	8.6	-9.4	6.3	-1.3	-12.9	3.5	-4.1	0.7
NS(=O)(=O)c1cccc(NS(=O)(=O)c2ccc(/C=C/C(=O)OCC(=O)c3ccccc3)cc2)c1
  4.4	2.4	2.9	13.1	0.1	-4.7	-7.6	4.2	-2.1	-0.1
N#Cc1nc(-c2ccccc2F)oc1NCc1cccc2c1OCO2
  0.9	4.1	13.5	1.1	0.9	25.3	-15.7	2.3	1.0	1.9
CCO[C@H]1OC(C(N)=O)=C[C@@H](C2CCCCC2)[C@@H]1CCCO
  0.4	2.9	-3.4	26.7	-3.8	-0.2	5.4	0.7	4.0	-1.4
CCN(CC(=O)Nc1c(F)cccc1F)C(=O)/C=C/c1ccc2c(c1)OCO2
  ·	·	-9.6	24.9	0.1	14.9	·	1.7	11.6	4.9
COc1ccccc1C(c1nnnn1Cc1ccccc1)N1CCN(c2nc3ccccc3s2)CC1 (stereo unspecified)
  3.4	-2.1	30.5	6.9	3.8	-4.3	1.9	5.6	6.8	-3.5
CC(C)[C@H](NC(=O)c1ccccc1)C(=O)OCc1nc2scc(-c3ccccc3)c2c(=O)[nH]1
  1.8	-2.1	8.6	9.7	2.0	-2.8	7.1	4.1	5.6	0.6
CCOc1cccc(CN2CCCC(CNC(=O)c3cccc(OC)c3OC)C2)c1 (stereo unspecified)
  0.3	1.9	-1.6	-4.5	1.8	-1.4	-30.0	-2.6	1.6	-0.7
Cc1ccc(S(=O)(=O)N(C)c2ccc(C(=O)N3CCCCC3)cc2)cc1
  0.8	-3.9	3.3	0.4	2.0	-9.3	-6.3	-0.7	-1.9	-2.5
CCN(CC)CCn1c(=N)n(CC(O)COc2cccc(C)c2)c2ccccc21 (stereo unspecified)
  0.3	0.0	-37.4	-10.2	-1.8	-1.3	-11.5	-3.5	0.0	2.7
COc1c(O)cccc1/C=N/NC(=O)Cn1ccnc1C
  1.0	2.2	-4.9	4.9	-1.7	5.5	-14.4	2.9	-6.1	0.1
CCCCNC(=O)C1(NC(=O)Nc2ccc(C)cc2)CCCCC1
  1.7	2.8	-13.0	-6.9	1.1	-3.1	-2.8	-4.2	-2.4	-4.4
Cc1ccc(/C=C/C(=O)NCc2ccccn2)o1
  2.0	-1.8	-1.6	-3.6	-0.6	-4.6	7.6	10.4	1.3	-0.5
CC1CCN(CC(=O)n2c3c(c4ccccc42)CCCC3)CC1
  1.6	-0.8	-15.3	-5.5	5.9	9.5	-30.2	-1.1	3.9	-1.8
CCN1CC(c2ccccc2)C(c2ccc(Cl)cc2)=N1 (stereo unspecified)
  -1.3	6.5	-13.3	8.4	1.2	-4.7	-18.9	10.9	3.9	-0.7
O=C(CCl)Nc1ccccc1Sc1ccccc1
  7.0	3.1	-21.8	26.0	2.9	-3.5	1.5	0.9	3.2	-0.3
Cc1nc2nc(SCc3ccc([N+](=O)[O-])cc3)[nH]c2cc1Br
  -2.9	0.6	-4.1	17.7	1.2	34.1	1.3	11.6	20.3	-2.3
NC(=O)COC(=O)CN1C(=O)C2CCCCC2C1=O (stereo unspecified)
  2.7	3.7	1.2	0.2	0.7	-0.1	5.6	-5.7	0.7	-5.0
N#CC1=C(N)Nc2ncnn2C1c1ccc(F)cc1 (stereo unspecified)
  -1.6	-2.5	-2.3	1.2	1.1	-6.5	0.8	-14.9	-3.1	2.1
C[N+]1(C)CCC(OC(=O)C(O)(c2ccccc2)C2CCCC2)C1 (stereo unspecified)
  ·	·	-15.9	2.9	1.2	-7.0	·	-2.8	-1.6	-1.4
CN(C)C(=O)c1cccn(Cc2ccc(C(F)(F)F)cc2)c1=O
  -0.3	-2.9	-0.7	-11.3	5.2	1.2	0.2	5.5	1.7	-1.1
CCOC(=O)CNC(=O)CSc1nnc(Cn2c(=O)sc3ccccc32)n1C
  -0.2	0.9	1.5	3.3	2.6	-2.9	10.3	4.5	-6.6	-2.0
CC1Cc2nc(SCC(=O)Nc3ccc4c(c3)OCO4)n(Cc3ccccc3)c(=O)c2S1 (stereo unspecified)
  -4.1	3.5	-94.5	78.4*	19.4	5.6	-37.1	-2.0	54.9	-0.1
C/C(=C\c1ccco1)CN1CCC(N2CCC(C(=O)N3CCOCC3)CC2)CC1
  -0.6	-0.6	-134.7	16.0	-0.1	-1.8	-20.0	0.5	-1.4	-3.5
Cc1ccc2c(c1)N(S(=O)(=O)c1ccc(F)cc1)C(C(C)(C)C)CO2 (stereo unspecified)
  -3.5	-3.4	16.3	17.6	-2.4	3.2	-3.7	0.8	2.1	-2.4
COC(Cn1c2c(c3cc(C)ccc31)CCCC2NCc1ccccc1)OC (stereo unspecified)
  4.8	-5.4	-11.3	4.7	1.8	·	-34.4	8.8	-2.7	·
CN1C(=O)NC(c2ccccc2)C2=C1CN(c1cccc(C(F)(F)F)c1)C2=O (stereo unspecified)
  4.7	2.1	-12.4	26.6	0.4	7.8	-27.7	-5.6	-2.2	-0.1
N/C(=N/O)c1nc(N2CCCCC2)nc(N2CCCCC2)n1
  -3.9	3.3	30.1	6.4	-0.9	-0.1	-0.9	·	-8.7	0.3
COCCNC(=O)c1ccc2c(=O)n(CCOC)c(=O)[nH]c2c1
  0.8	-2.8	8.5	-1.2	-0.2	5.2	-1.9	-1.2	-1.8	4.1
CCCn1c(SCC(=O)NC2CCCC2)nnc1-c1ccccn1
  -0.2	1.9	-12.8	11.3	0.0	-0.7	-8.1	-1.8	2.0	-0.4
Cc1ccc(C(=O)OCC(=O)Nc2sccc2C(N)=O)cc1NC(=O)c1ccco1
  -0.1	0.6	-13.5	-16.8	-3.7	4.2	5.5	-42.1	-10.2	3.8
CCc1nnc(NC(=O)CSc2nnc(CNc3ccc(F)cc3)n2C2CCCCC2)s1
  -2.5	0.9	16.1	14.0	-0.9	14.3	11.2	19.8	11.6	-3.8
O=C1CSC(c2ccccn2)N1c1ccccc1 (stereo unspecified)
  -1.4	-4.0	-13.4	-19.5	-7.1	5.4	-17.0	0.4	-2.0	-0.2
CCOC(=O)C1=C(C)OC(N)=C(C#N)C1c1ccsc1 (stereo unspecified)
  0.2	-4.0	-33.0	9.0	2.5	31.2	-23.7	-11.8	3.4	-2.7
CC(C)(C)OC(=O)N1CCN(C(=O)[C@H](Cc2ccc(O)cc2)n2cc(CCO)nn2)CC1
  4.9	-1.4	5.0	0.4	1.9	-6.0	4.2	-1.3	-4.0	3.4
CCN1CCN(C2=C(NS(=O)(=O)c3ccccc3)C(=O)c3ccccc3C2=O)CC1
  1.4	17.0	45.5	8.0	-1.4	·	-55.4	-8.9	6.4	0.1
CCOc1cc(/C=C2\C(=O)ON=C2c2ccccc2)ccc1OC
  3.5	-1.3	-38.7	9.3	-0.8	-4.4	-15.7	7.5	-1.4	0.6
O=C(O)Cc1sc(-c2ccc(C(=O)O)cc2)nc1-c1ccccc1
  1.4	-2.1	-27.9	14.2	1.7	1.6	-155.8	-0.5	16.6	0.2
CCCn1cnc2cc(NCc3cccc(OC)c3O)ccc21
  -0.5	0.7	-47.8	-4.9	2.1	-2.0	-23.1	11.7	-2.4	-3.9
O=C(Cn1c(=O)sc2ccccc21)Nc1ccc(S(=O)(=O)N2CCCCC2)cc1
  6.9	5.9	21.7	-0.4	-4.8	-2.4	-19.8	-3.1	-5.3	-1.4
Cc1ccc2nc(C)c(C(=O)N/N=C/c3ccco3)cc2c1
  1.4	-1.2	-2.8	1.4	1.6	·	-10.1	-10.5	0.0	0.3
CCOC(=O)CN1C=C(c2ccc3ccccc3n2)C(C[N+](=O)[O-])c2ccccc21 (stereo unspecified)
  -0.1	8.4	-56.0	93.8*	-3.3	-4.4	-32.0	-0.7	58.8	4.6
OCC[C@H]1C[C@H](O)[C@@H](O)[C@]2(CCCCO2)O1
  ·	·	17.1	-3.7	2.9	·	·	0.9	-2.6	-17.7
CN(C)CCCN1C(=O)C(O)=C(C(=O)c2cccs2)C1c1cccc([N+](=O)[O-])c1 (stereo unspecified)
  -0.4	-0.7	-15.2	0.2	-1.0	·	-14.2	-3.2	-1.0	1.5
CC(=O)N1c2ccccc2C2(C)C(C1(C)C)C2(Cl)Cl (stereo unspecified)
  -0.9	-2.7	32.4	-2.4	0.9	0.1	-8.8	7.1	-6.4	0.0
CCOc1ccc(/C=N/NC(=O)Nc2ccccc2)cc1
  1.5	-9.9	-119.6	11.3	-2.5	-1.3	-68.6	-1.7	15.1	-0.7
COc1ccc(CC(=O)Nc2c(C(N)=O)oc3ccccc23)cc1OC
  -1.4	-3.5	5.2	20.1	-2.7	-6.6	-6.7	-26.8	1.6	8.6

# The list continues.
# The line under a structure holds: HSP90 inh	IEC-6 tox	aSyn 5UTR inh	HSF-1 act	GSK3beta inhib	DYRK1A inh	KLF5 inh	Platelet DG rel	HSF1 inhib	GSK3A inh
COc1ccc(OCCN(C)CC(=O)Nc2ccccc2SC)cc1
  0.9	-0.9	-2.1	2.7	0.0	-13.5	11.6	-37.0	4.3	1.9
COc1ccc(NC(=O)C2Cc3ccccc3C(=O)O2)cc1 (stereo unspecified)
  ·	·	-35.4	-76.1	-2.8	-0.9	·	5.4	-70.9*	-1.1
C/C(CC(=O)Nc1cc(Cl)ccc1Cl)=N\NC(=O)COc1cccc(C)c1
  1.5	-6.4	3.2	9.9	0.8	-7.5	-8.9	0.3	14.8	-2.1
O=C(NNS(=O)(=O)c1ccccc1)c1ccc(O)cc1
  -4.6	2.4	-8.1	8.9	1.2	5.3	-22.9	7.8	-2.4	·
CC(Cl)C(=O)Nc1ncc(C(F)(F)F)cc1Cl (stereo unspecified)
  -0.4	-1.1	12.4	1.5	-25.5	-0.3	-59.5	-3.3	0.3	-4.0
C[C@@H]1Cc2c(O)c(O)cc(O)c2C(=O)O1
  ·	·	11.2	-8.6	-1.1	4.1	·	-1.0	-1.4	-1.7
CC(=O)N1CCC(=NNc2ccc(S(N)(=O)=O)cc2[N+](=O)[O-])CC1
  0.2	-2.3	-8.2	0.5	1.4	2.6	-15.0	3.7	7.0	-1.5
